Source: PubChem BioAssay
CHT block = inhibitors of human choline transporter CHT. High affinity choline transporter 1 (Homo sapiens), Q9GZV3. CHT-expressing cells, membrane potential dye, choline response; active compounds read low. B-score at 10 µM. 0.86% of 310,000 active;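 active = B-score over 3 SD under the library average, and starting fluorescence ratio not unusually high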;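 also: choline stimulus applied at its EC90 after an EC20 pre-addition; B-score computed on integrated fluorescence ratio after choline addition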
Target sequence (Q9GZV3 whole entry, looked up): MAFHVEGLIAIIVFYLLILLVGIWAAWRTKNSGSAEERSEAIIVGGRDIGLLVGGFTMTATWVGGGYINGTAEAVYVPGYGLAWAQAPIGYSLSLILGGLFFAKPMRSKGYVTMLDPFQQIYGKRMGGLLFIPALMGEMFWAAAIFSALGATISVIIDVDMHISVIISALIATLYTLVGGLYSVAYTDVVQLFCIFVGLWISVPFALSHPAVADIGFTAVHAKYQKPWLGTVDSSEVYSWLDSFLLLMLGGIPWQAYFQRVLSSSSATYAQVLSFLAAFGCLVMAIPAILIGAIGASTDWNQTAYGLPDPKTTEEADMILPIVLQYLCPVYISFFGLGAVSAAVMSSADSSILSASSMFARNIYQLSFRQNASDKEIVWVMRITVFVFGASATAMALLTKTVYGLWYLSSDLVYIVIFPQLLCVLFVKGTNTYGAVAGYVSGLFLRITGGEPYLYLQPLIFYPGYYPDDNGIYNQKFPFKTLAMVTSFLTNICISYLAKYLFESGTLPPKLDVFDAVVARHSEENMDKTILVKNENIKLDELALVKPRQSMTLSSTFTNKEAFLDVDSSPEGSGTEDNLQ
KCNQ2 inh = KCNQ2 potassium channel inhibitors, primary screen, cell-based, CHO-K1, FluxOR thallium flux, B-score (AID 2156) | Potassium voltage-gated channel subfamily KQT member 2 (Rattus norvegicus), O88943 | 20 min; active compounds read low | B-score at 10 µM | 1.1% of 310,000 active;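 active = fluorescence ratio B-score at most minus 3 library SDs, with starting brightness B-score within 2 library SDs, cut at about -5.5 in these data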
Kir21 block = inhibitors of mouse Kir2.1 inward-rectifier potassium channel. HEK293-Kir2.1, FluxOR thallium flux fluorescence; active compounds read low. 0.85% of 310,000 active. B-score at 10 µM;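 active = fluorescence ratio B-score at or below minus 3 SD of library scores, with starting-brightness B-score within 2 SD, cut at about -4.2 in these data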;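 also: channel flux triggered by added potassium and thallium sulfate stimulus; B-score of peak minus minimum fluorescence over baseline after thallium stimulus; more negative B-score means stronger Kir2.1 block with less thallium influx; some compounds called inactive have numbers as strong as hits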
Target sequence (P35561 whole entry, looked up): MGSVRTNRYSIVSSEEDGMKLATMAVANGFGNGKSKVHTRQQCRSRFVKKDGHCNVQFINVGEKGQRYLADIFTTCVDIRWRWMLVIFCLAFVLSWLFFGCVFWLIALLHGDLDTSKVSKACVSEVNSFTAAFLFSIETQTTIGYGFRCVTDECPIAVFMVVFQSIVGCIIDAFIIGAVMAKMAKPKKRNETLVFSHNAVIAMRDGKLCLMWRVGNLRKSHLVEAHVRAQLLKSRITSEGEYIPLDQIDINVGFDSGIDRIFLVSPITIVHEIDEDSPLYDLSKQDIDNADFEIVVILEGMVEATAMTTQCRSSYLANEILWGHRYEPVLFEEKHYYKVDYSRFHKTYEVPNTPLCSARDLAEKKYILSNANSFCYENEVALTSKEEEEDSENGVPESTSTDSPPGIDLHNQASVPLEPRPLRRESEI
The depositor's hits bear a star; i = inactive; . = no result given.

SMILES	CHT block	KCNQ2 inh	Kir21 block
Cc1cccc(N(CC(=O)N2CCN(C)CC2)S(=O)(=O)c2ccccc2)c1	i	i	0.32
Cc1cc(C)c2sc(NC(=O)C3CC3)nc2c1	i	i	0.64
Cc1c(OCC(=O)C(C)(C)C)ccc2c3c(c(=O)oc12)CCCC3	i	i	-1.3
Cc1[nH]c(=O)c(C#N)c(C)c1CSc1ncccn1	i	i	0.34
CC(C)[C@H](NC(=O)c1ccccc1)C(=O)OCC(=O)N1CCCCCC1	i	i	0.38
CC(C)CN1CCC(=O)N(CCN=[N+]=[N-])CC1	i	i	-0.01
CCC(C)NC(=S)N1CCN(C)CC1 (stereo not given)	i	i	-1.2
Cc1nn(-c2ccccc2)c(N)c1N=Nc1ccccc1	i	i	1.1
COC(=O)c1cn(NC(=O)c2cccc(F)c2)c(=O)c2ccccc12	i	i	-0.15
Cc1ccc(NC(=O)CCn2nnc3ccccc32)cc1	i	i	0.73
O=C(c1cc(Cl)ccc1O)N1CCN(S(=O)(=O)c2cccs2)CC1	i	i	-1.6
O=C(O)c1ccc(NC(=O)c2ccco2)c(NC(=O)c2ccco2)c1	i	i	0
O=S1(=O)CC2SC(=S)N(c3ccccc3)C2C1 (stereo not given)	i	i	0.48
COC(=O)c1cccc(CSc2nc3ccccc3[nH]2)c1	i	i	-1
O=C(CSc1nnc2ccc3ccccc3n12)N1CCOCC1	i	i	0.05
O=C(O)Cc1sc(-c2cccnc2)nc1-c1ccc(Br)cc1	i	i	-0.15
CCOc1ccccc1-n1nnnc1SCc1nc2ccccc2s1	i	i	-2.9
Cn1c(=O)c2c(nc(NCCNC(=O)c3ccco3)n2Cc2ccccc2F)n(C)c1=O	i	i	-0.79
O=C(NCC1CC1)Nc1cccc(C(F)(F)F)c1	i	i	-1.6
COc1ccc(C/C(C)=N/NC(=O)C2COc3ccccc3O2)cc1 (stereo not given)	i	i	-0.54
CCOC(=O)c1nnc(-c2ccc(C)cc2)nc1N1CCSCC1	i	i	0.59
CC(C)(C)S(=O)(=O)c1cnc(N2CCCC2)nc1N	i	i	0.5
COC(=O)c1cc(S(=O)(=O)NCc2ccc(F)cc2)cn1C	i	i	0.01
Cn1c(CC(=O)Nc2ccc(Cl)c(Cl)c2)n[nH]c1=S	i	i	0.05

Single records (already shown).
CCOc1ccccc1-n1nnnc1SCc1nc2ccccc2s1 across the screens: CHT block = i; KCNQ2 inh = i; Kir21 block = -2.9
Cc1nn(-c2ccccc2)c(N)c1N=Nc1ccccc1 across the screens: CHT block = i; KCNQ2 inh = i; Kir21 block = 1.1

Going on with the list.
SMILES	CHT block	KCNQ2 inh	Kir21 block
COc1ccc(C(=O)c2coc(-c3ccccc3C(=O)O)c2C(=O)O)cc1	i	i	0.97
CCc1cc2c(-c3ccccc3)cc(=O)oc2cc1OCC(=O)NCC1CCC(C(=O)O)CC1 (stereo not given)	i	i	0.55
C/C(=N\NC(=O)c1cccc2ccccc12)c1ccccn1	.	i	-0.61
O=C(Sc1nnc(-c2ccccc2)o1)N1c2ccccc2Sc2ccccc21	i	-6.8*	-0.44
CCOC(=O)/C=C1\SCC(=O)N1CC(=O)NC(c1ccccc1)c1ccccc1	i	i	1.5
CN(C)CCCNC(=O)C(=O)NCC1OCCN1S(=O)(=O)c1cc(F)ccc1F (stereo not given)	i	i	0.86
Cc1c(Cl)cccc1NC(=O)Nc1cc(C(C)(C)C)on1	i	i	1.4
Cc1ccc2c(c1)C(O)(CC(=O)c1cccnc1)C(=O)N2 (stereo not given)	i	i	0.05
CCOCCn1c(N2CCN(c3ccc(OC)cc3)CC2)nc2c1c(=O)n(C)c(=O)n2C	i	i	-0.66
O=C(CC1(O)C(=O)Nc2cc(Cl)cc(Cl)c21)c1ccccc1O (stereo not given)	i	i	-2.4
O=C(COC(=O)c1nc(Cl)ccc1Cl)NNC(=O)c1cccs1	i	i	0.01
CN(C(=O)c1ccc(NC(=O)C2CC=CCC2C(=O)O)cc1)c1ccccc1 (stereo not given)	i	i	-0.09
CCOc1ccc(NC(=O)c2c(NC(=O)CN3CCCC3)sc3c2CCC3)cc1	i	i	0.49
COc1cccc(C2=NN(C(=O)c3ccc(C)o3)C(O)(C(F)(F)F)C2)c1 (stereo not given)	i	i	0.79
CCn1nnnc1-c1ccc(OC)c(S(=O)(=O)Nc2ccc(C)c(C)c2)c1	i	i	0.71
CCn1c(SCC(=O)NC2CCCc3ccccc32)nnc1-c1cccs1 (stereo not given)	i	i	0.2
Cc1nnc(SCc2cc(=O)[nH]c(=S)[nH]2)s1	i	i	1
O=C(Cc1ccccc1)Nc1cc([N+](=O)[O-])ccc1N1CCOCC1	i	i	-0.62
COc1ccc(C(=O)N/C(=C/c2ccc(Cl)cc2)C(=O)Nc2ccc(C(=O)O)cc2)cc1	i	i	0.37
CC(=O)N1CCN(C(=O)c2cc(-c3cccc4ccccc34)nc3ccccc23)CC1	i	i	1.1
CCn1c(NC(=O)c2nn(C)cc2Br)nc2ccccc21	i	i	0.2
Cn1cccc1C(=O)NC(=O)COC(=O)c1ccc(O)cc1	i	i	0.63
COc1nccnc1NS(=O)(=O)c1ccc(NC(=O)c2ccc(F)cc2)cc1	i	i	0.04
COC(=O)c1ccc(-c2ccc(CNCC(O)c3ccccc3)o2)cc1 (stereo not given)	i	i	0.95
COc1ccc(NC(=O)Cc2nnc(SCC(=O)NC3=NCCS3)n2C)cc1	i	i	2.7
CC(=O)C1C(c2ccncc2)NC(=O)NC1(O)C(F)(F)F (stereo not given)	i	i	1.1
Cc1ccc(C)c(S(=O)(=O)N2CCN(C(=O)c3ccc(C)s3)CC2)c1	i	i	0.38
Cc1ccccc1NC(=O)CN1C(=O)N/C(=C\c2ccc(N3CCOCC3)c(F)c2)C1=O	i	i	1.6
CCNC(=O)CN(c1ccc(OC)c(OC)c1)S(=O)(=O)c1ccccc1	i	i	-0.05
CCOC(=O)COc1ccc(Oc2nc(C)cc(OC)n2)nn1	i	i	-0.95
COc1ccc(/C=C(/NC(=O)c2ccccc2OC)C(=O)Nc2ccc(C(=O)O)cc2)cc1	i	i	0.29
CON(C)c1nc(Oc2ccc(=O)[nH]n2)nc(N(C)C)n1	i	i	-1.9
CCCCNC(=O)c1c(N)n(/N=C/c2ccccn2)c2nc3ccccc3nc12	i	i	0.12
Cc1occc1-c1nnc(SCC(=O)Nc2nccs2)n1CCc1ccccc1	-6.5*	i	-1.2
CN(C)S(=O)(=O)c1cccc(NC(=O)CSc2nncn2-c2ccccc2)c1	i	i	0.84
CCc1cc2c(=O)n(Cc3ccccc3)c(SC3CCOC3=O)nc2s1 (stereo not given)	i	i	1.5
Cc1ccc(SCC(=O)NCc2ccc(F)cc2)cc1	i	i	2.5
CC1CCCC(C)N1C(=O)COC(=O)CCC1CCCC1 (stereo not given)	i	i	0.04
CCCc1nc(SC)[nH]c(=O)c1C	i	i	-0.77
CCN(CC)S(=O)(=O)c1cccc(NC(=O)COC(=O)/C=C/c2cccs2)c1	i	i	0.02
CN(C(=O)COC(=O)c1ccccc1C(=O)N(C)c1ccccc1)c1ccccc1	i	i	-1.4
COc1ccc(NC(=O)CNS(=O)(=O)c2cccs2)c(OC)c1	i	i	2.2
COc1ccc(S(=O)(=O)Nc2ccccn2)cc1	i	i	0.51
CCn1c(C)c(C)c2cc(C(=O)NCCCN3CCN(C)CC3)ccc21	i	i	0.82
COc1ccc(C(=O)NC(C)c2nnc(SCC(=O)NC3=NCCS3)n2C)cc1 (stereo not given)	i	i	1.8
O=C(NCCC1CCCCN1S(=O)(=O)c1cccs1)C(=O)Nc1ccc(F)cc1 (stereo not given)	i	i	0.32
CCS(=O)(=O)c1nc(S(=O)(=O)c2ccc(Cl)cc2)c(N2CCC3(CC2)OCCO3)s1	i	i	2.2
Clc1ccccc1C1CC(c2ccccc2)Nc2ncnn21 (stereo not given)	i	i	-0.2
N#C/C(=C/c1ccccc1[N+](=O)[O-])c1nnc2n1CCCCC2	i	i	-0.04
COc1ccccc1Nc1nnc(SCC(=O)NC(=O)Nc2ccc3c(c2)OCCO3)s1	i	i	1.6
Cc1cccc(C)c1-n1cccc1/C=C1\SC(=S)N(c2cccc(C(=O)O)c2)C1=O	i	i	1
CC1(C)CC(=O)C(C(c2ccccc2F)C2C(=O)CC(C)(C)CC2=O)C(=O)C1	i	i	-1.4
CCOC(=O)c1c(-c2ccccc2)csc1NC(=O)c1ccc(S(=O)(=O)N2CC(C)OC(C)C2)cc1 (stereo not given)	i	i	1.1
CCOc1c(Cl)cc(CNc2nnnn2C)cc1OC	i	i	0.42
CCOc1ccc2nc(/N=C/c3nc(-c4ccc(Br)cc4)oc3O)sc2c1	i	i	0.9
Cc1ccc2c(c1)CCCN2C(=O)Nc1ccc2c(c1)OCO2	i	i	1.7
COCCCn1c(SCc2cccc(OC)c2)nc2cc(OC)c(OC)cc2c1=N	i	i	-0.31
CCCCc1ccc(NC(=S)N2CCN(C(=O)c3ccco3)CC2)cc1	i	i	2.6
CCCCN(C(=O)c1ccc([N+](=O)[O-])o1)c1c(N)n(CCCC)c(=O)[nH]c1=O	i	i	-1.4
O=C(NC(=O)N1CCOCC1)c1ccccc1	i	i	1.1

Continued:
SMILES	CHT block	KCNQ2 inh	Kir21 block
COc1cc(CNCc2cc(OC)c(OC)c(OC)c2)cc(OC)c1	i	i	-0.82
C/C(=N\NC(=S)NC1CCCCC1)c1ccc(C#N)cc1	i	i	-1.4
COc1ccccc1CCNS(=O)(=O)c1ccc(C(=O)O)n1C	i	i	1
Fc1cc(F)c(NC(=S)N2CCOCC2)c(F)c1	i	i	0.91
CN1/C(=C\C=C2/SC(=S)N(CC(=O)O)C2=O)C(C)(C)c2ccccc21	i	i	-14
O=C1CC(c2cccc(Br)c2)C2=C(COC2=O)N1 (stereo not given)	i	i	-1.4
O=C(Cn1c(CO)nc2ccccc21)Nc1ccccc1Cl	i	i	-9.4*
COc1cc(C2c3[nH]c4ccccc4c3CCN2Cc2cn(C)nc2C)ccc1F (stereo not given)	i	i	-0.88
Cc1ccc(O)c(NC(=O)c2noc(C(C)C)c2[N+](=O)[O-])c1	i	i	-0.81
O=C(Nc1ccc(N2CCN(C(=O)c3ccco3)CC2)cc1)c1ccccc1Br	i	i	-1.2
CCOc1ccc(/C(CCC(=O)O)=N/NC(=S)NC(C)C)cc1	i	i	0.07
COc1ccc(Cc2c(N)nc(C)nc2N)cc1	i	i	0.18
Cc1ccc(C(=O)Nc2ccc(S(=O)(=O)NC3=NCCCCC3)cc2)c(C)c1	-5.9*	i	0.57
CCOC(=O)c1cc(C(C)(C)C)n(CCCN2CCOCC2)c1C	i	i	0.11
Cc1csc(N(C(=O)c2cccc(S(=O)(=O)N(C)C)c2)c2ccccc2)n1	i	i	-1.9
Cc1ccc(NC(=O)c2cnn(-c3ccccc3)c2C)cc1	i	i	-0.82
O=C(c1cccc(Cl)c1)N1CCC(C(=O)N2CCN(Cc3ccccc3)CC2)CC1	i	i	-0.18
CC1CCCN(C(=O)CCCC(=O)N2CCCC(C)C2)C1 (stereo not given)	i	i	0.01
COc1cccc(OC)c1C(=O)NCCc1ccccc1	i	i	0.77
N#CCC(=O)N/N=C/c1ccc(Cl)cc1	i	i	-0.29
Cn1c(=O)cc(N)n(-c2ccccc2)c1=O	i	i	2.3
CSCCC(NC(=O)C1CCC(C)CC1)C(=O)N1CCN(c2ccccn2)CC1 (stereo not given)	i	i	0.67
CCOC(=O)Cn1c(=O)c(-c2ccccc2NC)nc2ccccc21	i	i	-1.5
Cc1cccc(NC(=O)CCNC(=O)c2ccc(Br)cc2)c1	i	i	0.32
CN1C(=O)/C(=C2\SC(=S)N(CCCCCC(=O)O)C2=O)c2ccccc21	i	i	-2
COc1ccc(CN2CCCC(C(=O)c3cccc(OC(C)C)c3)C2)cc1Cn1cccn1 (stereo not given)	i	i	-0.76
CSCC[C@H](NC(=O)c1cccc([N+](=O)[O-])c1C)c1nc2ccccc2[nH]1	i	i	0.06
COC(=O)c1ccc(NC(=O)CCS(=O)(=O)c2ccc3c(c2)NC(=O)C(C)S3)cc1 (stereo not given)	i	i	0.66
OCCCNc1ncnc2sc(-c3ccccc3)cc12	i	i	-0.06
O=Cc1cc2ccccc2nc1SCCCF	i	i	1.3
COC(=O)c1ccccc1OCC(=O)NC1CCCCC1	i	i	-0.4
COc1cc(CN2CCCCC2)ccc1OCc1ccccc1	i	i	-0.92
Cc1csc2nc(NC(=O)c3ccccc3)sc(=O)c12	i	i	-0.2

Part of the list above with just Kir21 block and KCNQ2 inh.
compound	Kir21 block	KCNQ2 inh
COc1ccc(CN2CCCC(C(=O)c3cccc(OC(C)C)c3)C2)cc1Cn1cccn1 (stereo not given)	-0.76	i
CSCC[C@H](NC(=O)c1cccc([N+](=O)[O-])c1C)c1nc2ccccc2[nH]1	0.06	i
COC(=O)c1ccc(NC(=O)CCS(=O)(=O)c2ccc3c(c2)NC(=O)C(C)S3)cc1 (stereo not given)	0.66	i
OCCCNc1ncnc2sc(-c3ccccc3)cc12	-0.06	i
O=Cc1cc2ccccc2nc1SCCCF	1.3	i
COC(=O)c1ccccc1OCC(=O)NC1CCCCC1	-0.4	i
COc1cc(CN2CCCCC2)ccc1OCc1ccccc1	-0.92	i
